Screening data deposited in PubChem by Sanford-Burnham Center for Chemical Genomics.
tim10-1 inh – inhibits growth of tim10-1 mutant yeast; S. cerevisiae tim10-1 ts strain growth, BacTiter-Glo, 24 h; inhibition, % at 20 µM; actives 2.2% (n = 330,000); AID 463190;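 active = inhibition of at least 40%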;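 note: mutant grown at 25 °C; 0% = DMSO wells with yeast and 100% = wells holding no yeast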
CHOP UPR activ – apoptotic UPR (CHOP) activation. CHO-CHOP luciferase reporter, luminescence; percent of tunicamycin response over DMSO baseline. activation, % at 10 µM. actives 0.34% (n = 330,000). AID 449763;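 active = at 10 µM dose, activation of 40% or more, normalized to positive control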;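 note: 100% = tunicamycin at 10 µg/mL and 0% = DMSO alone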
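Assay system: CHO-CHOP cells, stable luciferase reporter of PERK-eIF2a-CHOP signalling / Buffer or medium: F12 plus 10% serum / Compound dosing: one dose, 10 µM in 0.5% DMSO / Times: 6 h compound treatment, 37 °C / Technique: luciferase luminescence / Read-out: % reporter activation, DMSO baseline versus tunicamycin full activation / Benchmarks: tunicamycin and DMSO controls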
Mdm2-MdmX inh – inhibitors of human Mdm2/MdmX interaction; O15151+Q00987; SaOS-2 split-luciferase Mdm2/MdmX complementation, luminescence; inhibition, % at 8 µM; actives 3% (n = 330,000); AID 485346;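 active = inhibition of at least 50% at 8 µM in the primary screen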
Target sequence (O15151 whole entry, looked up): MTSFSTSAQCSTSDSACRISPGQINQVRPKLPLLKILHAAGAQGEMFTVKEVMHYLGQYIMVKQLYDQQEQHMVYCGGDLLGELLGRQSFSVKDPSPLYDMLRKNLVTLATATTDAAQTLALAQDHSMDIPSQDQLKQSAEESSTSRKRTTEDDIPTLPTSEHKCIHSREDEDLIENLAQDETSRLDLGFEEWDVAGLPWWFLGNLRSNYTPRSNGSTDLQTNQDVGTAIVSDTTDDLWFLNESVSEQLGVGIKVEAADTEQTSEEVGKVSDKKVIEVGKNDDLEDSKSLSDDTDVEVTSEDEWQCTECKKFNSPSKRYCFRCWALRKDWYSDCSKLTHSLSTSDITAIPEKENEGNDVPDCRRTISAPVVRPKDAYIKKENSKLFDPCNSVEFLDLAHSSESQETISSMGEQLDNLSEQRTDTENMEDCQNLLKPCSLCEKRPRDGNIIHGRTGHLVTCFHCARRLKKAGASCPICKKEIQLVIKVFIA
Target sequence (Q00987 whole entry, looked up): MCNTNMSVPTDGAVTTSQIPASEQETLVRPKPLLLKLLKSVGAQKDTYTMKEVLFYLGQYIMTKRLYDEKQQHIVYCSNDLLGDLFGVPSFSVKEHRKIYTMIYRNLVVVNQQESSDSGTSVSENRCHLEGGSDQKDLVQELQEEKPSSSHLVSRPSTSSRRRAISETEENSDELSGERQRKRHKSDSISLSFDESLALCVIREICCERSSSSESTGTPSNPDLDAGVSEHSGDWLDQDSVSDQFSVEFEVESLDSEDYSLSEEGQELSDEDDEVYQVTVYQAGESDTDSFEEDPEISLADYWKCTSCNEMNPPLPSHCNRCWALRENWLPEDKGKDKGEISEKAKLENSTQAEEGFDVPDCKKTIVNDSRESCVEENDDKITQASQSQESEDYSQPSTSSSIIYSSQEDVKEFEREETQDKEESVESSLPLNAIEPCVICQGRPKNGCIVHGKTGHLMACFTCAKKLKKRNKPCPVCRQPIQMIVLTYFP
NLRP3 yeast inh – inhibitors of NALP3 inflammasome in yeast; AID 2825; actives 0.39% (n = 330,000); inhibition, % at 10 µM; Yeast reconstituted NLRP3/ASC/caspase-1, beta-gal luminescence, 24 h;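 active = inhibition of 50% or more; inactive = inhibition below 50%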;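 note: plate controls were induced DMSO wells for no effect and uninduced yeast grown without galactose for full effect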
tim23-1 inh – inhibits growth of tim23-1 mutant yeast | S. cerevisiae tim23-1 growth, BacTiter-Glo luminescence, 24 h | inhibition, % at 20 µM | actives 1.3% (n = 330,000) | AID 463212;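 active = growth inhibition of the mutant yeast at or above 50%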;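 note: temperature-sensitive mutant grown at 25 °C; plate controls were DMSO-treated mutant yeast for no effect and medium wells lacking yeast for full effect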
GRIN3A LBD mod – NR3A (human) ligand-binding domain modulation; NR3A LBD differential scanning fluorimetry, Tm shift; 0% = protein alone, 100% = glycine-bound protein; Tm shift relative to glycine control, % at 25 µM; actives 2.5% (n = 340,000); AID 1259313;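 active = melting temperature shift of at least 10% of the positive control shift, at one fixed dose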
TIM10 inh – TIM10 yeast growth inhibition | S. cerevisiae TIM10 strain growth, BacTiter-Glo luminescence, 24 h | inhibition, % at 10 µM | actives 1.4% (n = 330,000);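 active = inhibition of 40% or more at the single tested concentration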;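 note: wild-type TIM10 isogenic control strain grown at permissive 25 °C; 0% = DMSO yeast wells and 100% = minimal medium wells without yeast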
XBP1 UPR activ – activators of adaptive arm of unfolded protein response (XBP1); CHO-XBP1 luciferase reporter, IRE1-XBP1 UPR activation, luminescence; percent of tunicamycin response, DMSO as zero; activation, % at 20 µM; actives 0.33% (n = 330,000);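 active = versus positive control, 20 µM dose yields 30% or more activation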;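 note: 100% = tunicamycin at 10 µg/mL and 0% = DMSO only wells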
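Test system: CHO-XBP1 luciferase reporter cells | Buffer or medium: Serum-containing F12 medium, 10% FBS | Schedule: 6 h compound exposure at 37 °C, 5% CO2 | Detection: Steady-Glo luciferase glow luminescence, 10 min after reagent addition | Read-out basis: Activation, % of tunicamycin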
APJ ag – activates the human apelin receptor APJ. P35414. CHO-K1 APJ PathHunter beta-arrestin, luminescence; 0% DMSO wells, 100% apelin. actives 0.11% (n = 330,000). AID 2520. activation, % at 20 µM;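 active = activation more than six SD over the plate average, tested at 20 µM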;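 note: 0% = DMSO alone and 100% = apelin-13 at 10 nM; some results filed as inactive read as strong as hits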
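Test system – PathHunter CHO-K1 APJ (AGTRL-1) beta-arrestin reporter cells · Input – 1000 cells/well · Compound – single test compound dose, 20 µM final, 1% DMSO · Times – compound stimulation 90 min at 25 °C, detection 60 min · Technique – beta-gal luminescence · Read-out basis – APJ–arrestin association signal · Control set – negative DMSO alone, positive Apelin-13 at 10 nM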
Active calls of the source: *; / = not tested or not shown.

SMILES	tim10-1 inh	CHOP UPR activ	Mdm2-MdmX inh	NLRP3 yeast inh	tim23-1 inh	GRIN3A LBD mod	TIM10 inh	XBP1 UPR activ	APJ ag
CCOc1ccccc1N=C1SCCCN1C	5	-2.0	11	6	-1	2	-4	-2	-4
COC(=O)C1=C(c2ccc(F)cc2OCc2ccccc2)C[C@@H]2CC[C@H]1N2C(=O)NC1Cc2ccccc2C1	13	2.7	47	16	21	1	-7	-3	1
Cc1ccc(-n2c(O)c(C=Nc3ccccc3N)c(=O)[nH]c2=O)cc1C	3	-0.2	11	27	4	-2	0	-4	-7
CN1CCN(C(=S)SCC(=O)Nc2ccc(Cl)cc2C(=O)c2ccccc2)CC1	23	-0.2	1	21	47	4	16	-3	-2
CCCCn1c(=O)c(C(=O)Nc2cccc(C)c2)c(O)c2ccccc21	-6	2.1	35	12	1	0	0	-4	-1
C[C@@H]1CC[C@H]2[C@@H](C)C(=O)O[C@@H]3O[C@@]4(C)CC[C@@H]1[C@]32OO4	23	3.1	23	-4	23	0	13	0	-2
Cc1nn(Cc2ccccc2)c(Cl)c1C(=O)OCC(=O)Nc1cccc2ccccc12	8	0.7	25	-10	-4	1	17	-2	-4
O=C(Cn1ncc2c3ccccc3n(Cc3ccccc3F)c2c1=O)N1CCC2(CC1)OCCO2	14	1.3	17	6	26	-1	9	2	2
CCOC(=O)c1c(/N=C/C2C(=O)NC(=S)NC2=O)sc(C)c1C	-14	0.9	14	5	4	/	-4	2	-6
COC(=O)CN1C(=O)C2(C(C(=O)OC)=C(N)Oc3ccccc32)C2=C1CC(C)(C)CC2=O (centres undefined)	1	-0.2	-17	11	1	-4	1	-1	4
COc1ccccc1Cn1c(SCC#N)nc2cc(C(=O)N3CCC4(CC3)OCCO4)ccc2c1=O	15	0.5	16	5	-3	-3	-3	-1	-2
Cc1ccc(C2N(c3cc(C)on3)C(=O)C3CCCN32)cc1 (centres undefined)	10	-1.4	18	20	0	0	-12	0	2
CC(=NCCN1CCOCC1)c1c(O)n(C2CCCCC2)c(=O)[nH]c1=O	2	-0.2	17	22	1	-3	2	-2	-5
O=C(NC(Cc1ccccc1)C(=O)N1CCC2(CC1)OCCO2)C1CCCCC1 (centres undefined)	13	0.3	8	13	11	0	5	2	-4
O=C(N/N=C/c1c(O)n(-c2ccccc2)c(=S)[nH]c1=O)c1ccccc1	-6	-0.2	3	7	0	-6	-13	3	-4
CC(=NCC1CCCO1)c1c(O)n(-c2ccc(Cl)cc2)c(=O)[nH]c1=O (centres undefined)	8	1.5	23	-4	10	1	12	2	-5
Cc1cccc(NP(=O)(Oc2ccccc2)Oc2ccccc2)c1C	5	-0.8	25	-12	24	-1	5	4	-1
CCN1C[C@]2(COC)CC[C@H](O)[C@@]34C5C[C@@H]6[C@@H](OC)C[C@@](O)(C5[C@H]6O)[C@](O)([C@@H](OC)C23)[C@@H]14 (some centres undefined)	-14	-1.9	-23	-12	1	0	6	0	0
Cc1ccccc1C1=NCC(=O)N(CC(=O)N2CCCCC2)c2sc(C)c(C)c21	19	-1.3	-21	11	9	-2	24	0	-3
O=C1Nc2ccc(Br)cc2C(c2ccccc2)=NC1O (centres undefined)	10	0.1	-4	5	-1	3	0	0	-2
CN(C)c1ccc(CN2CC=C(c3ccc(F)cc3)CC2)cc1	10	0.8	1	3	10	-2	8	-2	1
CC1CN=C(NCc2ccccc2Cl)S1 (centres undefined)	31	1.1	-25	16	3	1	1	-3	-3
N=c1c2c(n(Cc3ccc(Cl)cc3Cl)c3c1CCC3)CCCC2	-46	0.3	82*	23	-221	-3	-29	-2	-9
CCOC(=O)N(c1ccccc1)P1(=S)OCCO1	-1	-2.5	20	4	6	0	-9	-3	-2
CCCSP1(=S)NCCCO1 (centres undefined)	8	-2.2	-12	10	11	0	-1	-2	1
CC(C)c1ccc(N=Cc2c(O)n(C3CC3)c(=S)[nH]c2=O)cc1	14	5.8	18	25	10	-2	19	1	-1
OC1(c2ccccc2F)CC2CCC(C1)N2CCN1CCOCC1 (centres undefined)	9	1.0	-11	6	16	-1	8	1	1
CCN1C[C@]2(CO)CC[C@H](OC)[C@@]34C5C[C@H]6[C@H](OC)C5[C@](O)(C[C@H]6OC)[C@@](O)(C(OC)C23)[C@@H]14 (some centres undefined)	-22	-1.2	3	10	-9	-1	-2	-1	-5
COC(=O)C1=C(c2cccc(C#N)c2)C[C@@H]2CC[C@H]1N2C(=O)NCCOc1ccccc1	0	-0.6	12	8	7	-4	-2	1	-3
CC1=C2C(=O)C3C(CC=C4CC(O)CCC43C)C2CCC12OC1CC(C)CNC1C2C (centres undefined)	-25	2.1	24	38	16	1	-39	-2	-4
O=C1NC(=O)C(C/C=C/c2ccccc2)C(=O)N1	-3	-0.2	-5	2	-2	3	3	0	1
Nc1ccccc1N=Cc1c(O)n(CCC2=CCCCC2)c(=O)[nH]c1=O	12	-0.7	24	-3	1	-12	5	-2	-3
O=C(O)C1C2CCC(O2)C1C(=O)Nc1ccc(F)c(F)c1 (centres undefined)	-10	-0.8	16	9	0	0	10	-1	-2
CCC(=O)c1ccc(OC)c(OC)c1	-13	3.0	-3	13	-6	2	-1	2	-2
O=[N+]([O-])c1cccc(CCl)c1	-8	1.5	23	2	-9	2	6	-2	-1
CN1C(=O)N(C)C(=O)C2(Cc3cc(NC(=O)c4ccc(F)cc4)ccc3N3CCCC32)C1=O (centres undefined)	23	-0.7	9	22	12	-1	9	-2	6
Cc1ccc2c(c1)C1CN(C)CCC1N2C(=O)c1ccc(Br)o1 (centres undefined)	14	-0.7	17	38	6	-2	-3	4	-4
COC(=O)C1=C(c2cccc(OCc3ccccc3)c2)C[C@@H]2CC[C@H]1N2C(=O)NCCOc1ccc(OC)cc1	16	3.8	21	6	15	-3	5	-5	-1
Cc1nonc1OCCNc1ccc([N+](=O)[O-])c2cccnc12	23	1.2	16	31	23	-3	17	-3	-3
OCC1CO1 (centres undefined)	6	1.0	3	-7	17	0	-8	0	-1
CN1CCN(c2ccc(C(N)=O)cc2N)CC1	12	0.4	3	18	3	-3	-5	-1	-3
Cc1ccc(-n2nc(C)c3c2NC(=O)CSC3c2ccc3c(c2)OCO3)cc1 (centres undefined)	5	-3.3	35	20	-2	-5	-20	-2	0
O=C(c1ccc(N2CCCCCC2)c([N+](=O)[O-])c1)N1CCC2(CC1)OCCO2	28	-0.7	-13	16	29	-2	1	-1	0
C#C[C@@]1(O)CCC2C3CCC4=C/C(=N/OCC(=O)NC(C(=O)NC(CC(C)C)C(=O)O)C(C)C)CC[C@]4(C)C3CC[C@@]21C (some centres undefined)	8	1.1	-22	20	7	-2	6	-1	-1
CCCC(C)C1(CC)C(=O)NC(=Nc2ccccc2OC)NC1=O (centres undefined)	26	-0.5	10	-19	36	1	18	-2	-5
CN1CCC(N(C)c2nc(-c3ccccc3)nc3ccccc23)CC1	-2	2.8	14	-5	-15	0	5	-4	-2
COc1c(O)ccc2c1-c1c3c(cc4c1C(C2)N(C)CC4)OCO3 (centres undefined)	-13	2.8	7	5	3	-1	-4	0	1
O=C(Nc1cccnc1)c1c(O)c2c(n(Cc3ccccc3)c1=O)CCCC2	15	-1.0	29	20	23	1	15	0	-6
COc1cc2c(cc1OC)C(C(=O)N(C)C1CCCCC1)C1CCCCN1C2=O (centres undefined)	-11	-0.3	14	8	4	-19	-12	-1	-1
COc1ccc(C(CNC(=O)c2ccc3c(c2)CCC3)N(C)C)cc1 (centres undefined)	9	0.5	-8	22	5	0	-12	-1	-2
CN(C)C(=Nc1ccccc1)P(=S)(N(C)C)N(C)C	2	0.0	-32	25	-4	1	13	1	-1
O=c1[nH]c(=S)n(Cc2ccco2)c(O)c1C=NCc1cccs1	30	2.5	-8	8	1	-1	-1	-1	-1
COc1ccc(P2(=O)Nc3ccccc3N2)cc1	13	5.1	1	10	-2	0	13	4	11
CC(=NCCCN1CCOCC1)c1c(O)n(-c2ccccc2C)c(=O)[nH]c1=O	1	0.0	-12	10	2	-1	-22	-1	-1
O=C(O)CN1C(=O)CN=C(c2ccccn2)c2cc(Cl)ccc21	-5	0.0	9	12	3	-7	-20	-2	0
CCOc1ccccc1CN1C2CCC1CC(c1ccc(C)cc1)C2 (centres undefined)	2	1.7	-2	18	-4	-1	11	-2	0
COc1ccc(C(CC(=O)N2CCC3(CC2)OCCO3)NS(=O)(=O)c2ccc(C)cc2)cc1 (centres undefined)	7	-1.3	15	2	12	9	11	-4	-5
O=C(CCCN1CCC2(CC1)C(=O)NCN2c1ccccc1)c1ccc(F)cc1	-5	0.1	63*	21	-1	1	2	15	8
O=C(COC(=O)Cc1ccccc1)NC(=O)NC1CCCCC1	8	0.1	-5	-4	7	1	0	4	2
Oc1ccc(Cl)cc1	-1	0.0	15	15	4	3	-6	-1	-1
Next part:
SMILES	tim10-1 inh	CHOP UPR activ	Mdm2-MdmX inh	NLRP3 yeast inh	tim23-1 inh	GRIN3A LBD mod	TIM10 inh	XBP1 UPR activ	APJ ag
O=C(Cc1ccccc1)OCc1ccccc1	-17	1.5	13	11	0	-1	-3	0	-3
COc1cc(OC)cc(-n2nc(C(=O)N3CCC4(CC3)OCCO4)c3ccccc3c2=O)c1	6	0.6	4	11	11	0	7	-4	1
O=[N+]([O-])c1ccc(O)c([N+](=O)[O-])c1	-2	0.0	-6	-9	-8	18*	1	-5	2
COC(=O)c1ccc(N2CCN(C)CC2)c([N+](=O)[O-])c1	0	-0.1	20	-10	7	-1	4	-2	-4
CCCCN1C(=O)NC(=O)C2(Cc3cc(C)ccc3N(C)C2)C1=O (centres undefined)	10	0.7	34	-2	14	-3	0	-2	-1
Cc1cccc(OP(=O)(NCc2ccccc2)Oc2cccc(C)c2)c1	26	3.5	-2	12	38	17*	34	-2	0
CN(C)S(=O)(=O)c1cc(NC(=O)C[N+]23CCN(CC2)CC3)ccc1Cl	5	1.7	6	17	-1	1	1	-1	-2
CC1(C)OC(c2ccccc2)=C/C(=C/C=C2C(=O)NC(=O)NC2=O)O1	23	0.3	0	20	20	0	28	5	-2

Exported in CSV form: entries from further up.
Structure,tim10-1 inh,CHOP UPR activ,Mdm2-MdmX inh,NLRP3 yeast inh,tim23-1 inh,GRIN3A LBD mod,TIM10 inh,XBP1 UPR activ,APJ ag
Cc1cccc(OP(=O)(NCc2ccccc2)Oc2cccc(C)c2)c1,26,3.5,-2,12,38,17*,34,-2,0
COC(=O)c1ccc(N2CCN(C)CC2)c([N+](=O)[O-])c1,0,-0.1,20,-10,7,-1,4,-2,-4
COc1cc(OC)cc(-n2nc(C(=O)N3CCC4(CC3)OCCO4)c3ccccc3c2=O)c1,6,0.6,4,11,11,0,7,-4,1
O=C(Cc1ccccc1)OCc1ccccc1,-17,1.5,13,11,0,-1,-3,0,-3
CCCCN1C(=O)NC(=O)C2(Cc3cc(C)ccc3N(C)C2)C1=O (centres undefined),10,0.7,34,-2,14,-3,0,-2,-1

A portion of the library; count on the stated rates, not on these rows.
